ERK EGF inh = EGF-driven ERK pathway inhibition. HEK293-V1b, EGF-stimulated phospho-ERK AlphaScreen. Potency, µM (highest dose often 11.5 µM), without a hit: at the highest dose activity change, negative = inhibition, hits mostly inhibitors. 0.41% of 130,000 active. AID 1454; active = well fitted inhibition curve with a large enough effect; inconclusive = small, poorly fitted or top-dose-only effect, or effect the other way;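 also: plate controls were stimulated vehicle wells for no effect and unstimulated vehicle basal for full effect; nearly all actives have a fitted effect of over 55% in size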
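Stably V1b-transfected HEK293 cells; 30 min compound, then EGF 25 nM final for 5 min at 37C; 10 min lysis; phospho-ERK by AlphaScreen after 5 hr beads at room temperature.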
The depositor's hits bear a star; ? = inconclusive; [ ] = remark or other dose. Potency is read from the fitted curve at half-maximal effect. An excerpt; count on the stated rates, not on these rows.

Structure | ERK EGF inh
CNc1ccc(Br)cc(C(=O)/C=C/c2cccc(Cl)c2Cl)c1=O | -11%
c1ccc(-n2ncc3c(NCc4ccc5c(c4)OCO5)ncnc32)cc1 | -24%
COc1cccc(OC)c1OCCCCn1cnc2ccccc2c1=O | 4%
O=c1cc(N2CCCCC2)c2ccccc2o1 | 2%
COc1ccc(-c2nc(-c3cccc(C)c3)no2)cc1OC | 12%
C/C(=N\Nc1cccc(C(=O)O)c1)c1ccc(Cl)s1 | -5%[57.5 µM]
Cc1nc2c(c3c1[nH]c1ccccc13)C(O)CC(C)(C)C2 (stereo unspecified) | -4%
CCOc1cccc(/C=C2\NC(=S)N(c3ccccc3)C2=O)c1O | ?

Rewritten field by field: entries from further up
c1ccc(-n2ncc3c(NCc4ccc5c(c4)OCO5)ncnc32)cc1
  ERK EGF inh: -24%
COc1cccc(OC)c1OCCCCn1cnc2ccccc2c1=O
  ERK EGF inh: 4%
O=c1cc(N2CCCCC2)c2ccccc2o1
  ERK EGF inh: 2%
COc1ccc(-c2nc(-c3cccc(C)c3)no2)cc1OC
  ERK EGF inh: 12%

(list continues)
Structure | ERK EGF inh
CCCCc1c(C)nc2ccc(C)cc2c1SCCC(=O)O | -5%
CCOC(=O)c1cccc(NC(=O)c2cncc(Br)c2)c1 | 2%
COc1ccc(-c2nnc(SCC(=O)Nc3ncc(C(F)(F)F)cc3Cl)n2CC(C)C)cc1 | 2%
CC(=O)NC1=NN(C(C)=O)C(C)(CCS(=O)(=O)c2ccc(Br)cc2)S1 (stereo unspecified) | -4%
CCOCc1c(C(=O)NC2=Nc3ccccc3NC(CC)=C2C(=O)OCC)oc2ccccc12 | -2%
O=C(NC1CCCCCC1)C(=O)NC1CCCC1 | 0%
O=C(/C=C/c1ccc(F)cc1)NC(=S)NC1CCCCC1 | -1%[57.5 µM]
COc1cc(NC(=O)N[C@@H](CCSC)C(=O)O)cc(OC)c1 | ?
CC(=O)c1ccc(Nc2cc(C)nc3c(C)cccc23)cc1 | -6%
Cc1cc(C)c(NS(=O)(=O)c2cccc3cccnc23)c(C)c1 | -4%[57.5 µM]
COc1cccc(NC(=O)NC(C)C2CC3CCC2C3)c1 (stereo unspecified) | 1%
CN1CCN(C(=S)Nc2cccc(S(=O)(=O)N(C)C)c2)CC1 | 6%
Cc1ccc(-c2ccc(S(=O)(=O)NCc3ccco3)cc2)cc1 | -9%
C/C(=N\NC(=O)C(c1ccccc1)c1ccccc1)c1ccccn1 | -19%
COC(=O)c1ccc(CN2C(=O)NC3(CCC(C)CC3)C2=O)cc1 (stereo unspecified) | 4%
Fc1ccc(F)c(C2=NNC(=Nc3ccccc3F)SC2)c1 | 5%
Cc1nc2c(C(=O)NCCC(C)C)c[nH]n2c(=O)c1Cl | 9%
CCCCC(=O)Nc1ccc(NC(=O)C2CC2)nc1 | -1%
CCCNC(=O)C1CCN(S(=O)(=O)c2cccs2)CC1 | -3%
O=C(c1ccco1)N1CCN(c2ccnc3cc(Cl)ccc23)CC1 | -4%
CC(=O)Nc1nc2ccc(-c3nc4ccccc4o3)cc2s1 | -1%
CCCN(Cc1cc2cc(OC)ccc2[nH]c1=O)C(=O)c1ccco1 | -13%[57.5 µM]
Cc1nnnn1CC(=O)Nc1ccccc1[N+](=O)[O-] | -10%
Cc1ccc(-c2nn(-c3cccc(F)c3)cc2CN2CCN(c3ccccn3)CC2)o1 | -2%[57.5 µM]
O=C(N/N=C/c1cccc([N+](=O)[O-])c1)c1ccc(CN2CCOCC2)cc1 | -6%
O=C(CCC1CCCC1)Nc1cccn(Cc2ccccc2Br)c1=O | -25%[57.5 µM]
CCc1ccc2[nH]c(=O)c(CN(CC3CCCO3)C(=S)NCc3ccco3)cc2c1 (stereo unspecified) | 0%[57.5 µM]
COc1ccc(/C=C/C(=O)O)cc1S(=O)(=O)N1CCCCC1 | 6%
CCOc1ccc(NC(=O)CC2Nc3ccccc3NC2=O)cc1 (stereo unspecified) | -2%
Clc1ccc(-c2cn(-c3ccccc3)c3[n+]2CCS3)cc1 | 10%
CC(C)(C)NC(=O)NC(=O)CN1CCCCCCC1 | 7%
O=C(COC(=O)c1cc(Cl)ccc1[N+](=O)[O-])Nc1cccc2ccccc12 | 3%

Reprinted at random: 4 records from the list, in no set order.
Structure | ERK EGF inh
CC(C)(C)NC(=O)NC(=O)CN1CCCCCCC1 | 7%
O=C(CCC1CCCC1)Nc1cccn(Cc2ccccc2Br)c1=O | -25%[57.5 µM]
CCOc1ccc(NC(=O)CC2Nc3ccccc3NC2=O)cc1 (stereo unspecified) | -2%
Clc1ccc(-c2cn(-c3ccccc3)c3[n+]2CCS3)cc1 | 10%

(list continues)
Structure | ERK EGF inh
COCCN(C(=O)COc1ccc(Cl)cc1)c1nnc(-c2cccnc2)s1 | 4%
CCOC(=O)c1sc(NC(=O)CSc2nnc(-c3ccc(OC)cc3)n2CCOC)nc1C | 2%
Cc1ccc(N2C(=O)c3ccc(C(=O)N4CCN(c5ccc(C)c(C)c5)CC4)cc3C2=O)cc1 | -3%
C[C@H](NC(=O)c1nc[nH]c1C(=O)N1CCc2ccccc2C1)C(=O)OC(C)(C)C | -1%[57.5 µM]
O=C(CNC(=S)N(Cc1ccccc1Cl)C1CCCC1)NCCN1CCOCC1 | 1%
CN(Cc1ccccc1)CC(O)COc1ccc(CNCCOc2cccnc2)cc1 (stereo unspecified) | -6%
CC1(C)CN(c2ccsc2C(=O)O)C1=O | -4%
COCCN(CCOC)CC(O)COC(c1ccccc1)c1ccccc1 (stereo unspecified) | -5%
CC(=O)c1cccc(NC(=O)CN(C)S(=O)(=O)c2ccccc2)c1 | -5%
Cc1nnc(NC(=O)CSc2nc(N)c(NC(=O)c3cccs3)c(=O)[nH]2)s1 | 0%[57.5 µM]
CC1CC2c3cccc(C(=O)O)c3C(=O)N2c2ccc(Cl)cc21 (stereo unspecified) | 3%
Cc1cccc(N2C(=O)C(O)=C(C(=O)c3cccs3)C2c2ccc(F)cc2)n1 (stereo unspecified) | -4%
Cc1ccc2sc(C)[n+](CCC(C)S(=O)(=O)[O-])c2c1 (stereo unspecified) | 2%
C/C(=N\NC(=O)c1ccccc1)c1ccc(C)c([N+](=O)[O-])c1 | -5%
CC(C)c1ccc(C(O)Cc2nc3ccccc3n2C)cc1 (stereo unspecified) | -5%[57.5 µM]
Cc1nc(CC(=O)c2ccc(O)c(C)c2O)cs1 | -2%[57.5 µM]

(next part)
SMILES	ERK EGF inh
Cc1cc(-n2cnc(-c3cn[nH]c3C)n2)no1	-15%[57.5 µM]
Cc1nn(-c2ccccc2)c(N)c1C(O)(CC(=O)C(F)(F)F)C(F)(F)F (stereo unspecified)	-2%
COC(=O)c1cc2ccccc2c(-c2c(O)ccc3ccccc23)c1O	-8%
FC(F)(F)c1ccnc(Sc2n[nH]c(C(F)(F)F)n2)c1	2%[57.5 µM]
O=C(CNC1CCCC1)Nc1ccc(N2CCCCCC2)cc1	0%
Cc1cc(NC(=O)CC#N)n(-c2nc3ccccc3[nH]2)n1	4%[57.5 µM]
O=C(O)CCCC(=O)Nc1cccc([N+](=O)[O-])c1	-12%
CC(OC(=O)c1ccccc1O)C(=O)Nc1cccc(Cl)c1 (stereo unspecified)	-8%
Cc1ccc(CCNC(=O)C2CCN(S(=O)(=O)c3cccc4nsnc34)CC2)cc1	4%
CCOC(=O)c1c(/N=C/N(C)C)sc(C=O)c1-c1ccccc1	4%
CCCCCCCOc1ccc(-c2ccc(C#N)cn2)cc1	-2%
O=C1NN(c2ccc(F)cc2)C(=O)/C1=C/c1cccs1	4%
COCCN(C(=S)Nc1cc(C)cc(C)c1)C(C)c1cccnc1 (stereo unspecified)	8%
O=C(O)CCn1c(-c2ccccc2)cc2ccccc21	4%
CN(CC(=O)Nc1ccccc1N1CCOCC1)CC(=O)Nc1ccc(F)c(F)c1F	8%
CN(C)S(=O)(=O)c1cccc(NC(=O)COC(=O)CNC(=O)c2cccc([N+](=O)[O-])c2)c1	-3%[57.5 µM]
O=C(CSc1nc2c(cnn2-c2ccccc2)c(=O)[nH]1)N1N=C(c2cccs2)CC1c1ccc(F)cc1 (stereo unspecified)	1%
Nc1ccc2nc(C(F)(F)F)[nH]c2c1	-3%
O=[N+]([O-])c1ccc(/C=N/n2cnc3ccccc32)s1	9%
O=C(CSc1cccc2cccnc12)N/N=C/c1cccnc1	-10%
CCC(=O)Nc1cccc(C(=O)OCc2cccc([N+](=O)[O-])c2)c1	-4%
CN(C)CCCN(C(=O)c1cc2ccccc2oc1=O)c1nc2ccc(F)cc2s1	-4%
Cc1[nH]n(-c2ccccc2)c(=O)c1C=Nc1ccc(S(=O)(=O)N=C(N)N)cc1	1%[57.5 µM]
OC1NC(=S)N(c2ccccc2)C1O (stereo unspecified)	3%[57.5 µM]
Cc1ccc(F)cc1NC(=O)CSc1ncccn1	-8%
Cc1cc(C)cc(NC(=O)CSc2nc(N)c(NC(=O)c3cccs3)c(=O)[nH]2)c1	6%
Nc1nonc1-c1nc2ccccc2n1CC(=O)N/N=C/c1ccc(-c2ccccc2C(=O)O)o1	-1%
O=C(CN(Cc1ccccc1)S(=O)(=O)c1ccc(S(=O)(=O)N2CCOCC2)cc1)Nc1ccccc1	-8%
O=C(N/N=C/c1c(Nc2cccc(C(F)(F)F)c2)nc2ccccn2c1=O)c1ccccc1[N+](=O)[O-]	4%
Cc1ccc(-c2nc(SCC(=O)NCC3CCCO3)c(-c3ccc(Cl)cc3)[nH]2)cc1 (stereo unspecified)	3%
COc1ccccc1S(=O)(=O)Nc1ccc2cn[nH]c2c1	8%
COc1ccc(Oc2ncc3nc(C)c(=O)n(CCC#N)c3n2)cc1	1%
CCOC(=O)c1c(C)[nH]c(C)c1C(=O)COC(=O)c1nc2nccc(C)n2n1	2%
Cc1cc(C)n2nc(SCCCC(=O)c3ccc(F)cc3)nc2n1	-15%
CCOC(=O)CCC(=O)O[C@H]1[C@H](O[C@@H]2[C@@H](C)[C@H](O[C@H]3C[C@@](C)(OC)[C@@H](O)[C@H](C)O3)[C@@H](C)C(=O)O[C@H](CC)[C@@](C)(O)[C@H](O)[C@@H](C)C(=O)[C@H](C)C[C@@]2(C)O)O[C@H](C)C[C@@H]1N(C)C	-11%
CN(c1ccccc1)S(=O)(=O)c1cccc(NC(=O)c2cc(=O)c3ccccc3o2)c1	-4%
S=C(NCc1ccc(Cl)cc1Cl)Nc1ccccc1	-3%
COc1ccc(Oc2cccc(Cl)c2CNC(=O)CSCC(=O)O)cc1	-7%[57.5 µM]
CCc1nnc(NC(=O)CSc2nnc(-c3ccco3)n2CCOC)s1	5%
COCCn1c(SCC(=O)/C=C2\N(C)c3ccccc3C2(C)C)nnc1-c1ccncc1	-6%
COC(=O)CNC(=O)C1(CC(C)C)C=CCN1C(=O)c1ccccc1 (stereo unspecified)	-5%
O=C(Cn1cnc2ccccc2c1=O)Nc1nc2ccccc2s1	1%
COC(C[C@H]1O[C@@H]1[C@H](O)COCc1ccccc1)OC	-5%[57.5 µM]
CC1CCCN(c2nc3nonc3nc2N2CCCC(C)C2)C1 (stereo unspecified)	8%
O=c1[nH]c(=O)n(C(c2ccccc2)c2ccccc2)cc1Br	-14%
O=c1c(-c2cc(F)cc(F)c2)nc2cncnc2n1Cc1ccc(F)cc1	?
C/C(=N\OC(=O)c1ccc(F)cc1)c1ccc(F)c(F)c1	-8%[57.5 µM]
Cc1nc(N2CCN(C(=O)c3ccco3)CC2)c2c3c(sc2n1)CCCC3	?
O=c1[nH]c2ccccc2c2nc(-c3cccc(S(=O)(=O)N4CCCC4)c3)nn12	5%[57.5 µM]
C[C@@]12C=CC(=O)C=C1CCC1C3CC(O)[C@@](O)(C(=O)CO)[C@]3(C)CC(O)[C@]12F (stereo partly specified)	5%
CCOc1ccc(C(CC(=O)O)n2cnnn2)cc1OC (stereo unspecified)	26%
NCCc1ccn[nH]1	-2%[25.7 µM]
O=C(NCCCn1ccnc1)C(=O)NCC(c1cccnc1)N1CCN(c2ccccc2)CC1 (stereo unspecified)	3%
O=C(NCCCN1CCOCC1)C(=O)NCc1ccccc1Cl	5%
COc1ccccc1C1(CCN=Cc2ccc(N(C)C)cc2)CCOC(C)(C)C1 (stereo unspecified)	?
CCOc1ccc(CN2CCN(Cc3ccsc3)C(CCO)C2)cc1CO (stereo unspecified)	-2%
COc1ccc(NC(=S)NNC(=S)Nc2cccc(C(F)(F)F)c2)cc1	9%[57.5 µM]
O=C(NCc1ccc(Cl)cc1Cl)c1ccc2nc[nH]c2c1	-8%
O=C(CCCOc1ccc(Cl)cc1Cl)Nc1ccccc1C(=O)O	-3%[57.5 µM]
N=C1C(c2nc3ccccc3[nH]2)=C(O)CN1C1CCCCC1	-6%[57.5 µM]

The list continues:
SMILES	ERK EGF inh
COc1ccccc1NC(=O)COc1ccc(C(=O)NC2CCCc3ccccc32)cc1OC (stereo unspecified)	-12%[57.5 µM]
CN(C)CCCOc1ccc2c(c1)Sc1ccccc1CC2=O	9%
CCOc1cc(/C=C/c2ccc3cccc([N+](=O)[O-])c3n2)ccc1OCC(=O)N(C)C	2%
CC1(C)CC(=NOC(=O)c2ccccc2)CC(C)(C)N1	?
CN1C(C(=O)c2ccccc2)=C(N)c2ccccc2S1(=O)=O	-1%
CC(C)(C)Cc1nnc(NC(=O)c2ccc([N+](=O)[O-])cc2)s1	-6%

Screening data from PubChem BioAssay.
